PAFAH1B3 FP inh: PAFAH1B3 (human) inhibition | Q15102 | recombinant PAFAH1B3, FP-rhodamine probe, fluorescence polarization | inhibition, % at 3.39 µM | 340,000 compounds, 0.28% hits;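 active means inhibition above the screen-wide average of all tested compounds plus 3 SD, cut at about 25% in these data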;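 further: 0% = enzyme with DMSO only and 100% = wells lacking PAFAH1B3 protein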
LYPLA1 counter: LYPLA1 (human) inhibition in PME1 counter-screen | O75608 | inhibition, % at 5.9 µM | AID 2174 | 320,000 compounds, 0.16% hits | recombinant LYPLA1, FP-Rh probe fluorescence polarization;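 active means inhibition above the mean of all tested compounds plus 3 SD, set per campaign, cut at about 14% in these data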;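 further: inhibitors block serine hydrolase probe labeling of LYPLA1 so polarization falls; 0% = enzyme with DMSO and 100% = wells lacking LYPLA1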
PREPL inhibitor: inhibitors of human prolyl oligopeptidase-like enzyme PREPL; Q4J6C6; recombinant PREPL, fluorescence polarization activity-based probe; inhibition, % at 5.96 µM; 320,000 compounds, 0.68% hits; in the data active means inhibition above about 43%;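 further: 0% = enzyme with DMSO and 100% = wells lacking enzyme; many of its hits are not listed in these tables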
EBNA-1 inh: blocks EBNA-1 binding to DNA. EBNA-1 DNA binding, fluorescence polarization. inhibition, % at 14.8 µM. 300,000 compounds, 0.34% hits; in the data active means inhibition above about 28%
PAFAH2 inh: PAFAH2 (human) inhibition; AID 492956; recombinant PAFAH2, FP-rhodamine activity probe, fluorescence polarization; 340,000 compounds, 0.99% hits; inhibition, % at 3.39 µM;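 active means inhibition above the mean over all tested compounds plus 3 SD, cut at about 30% in these data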;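 further: inhibitors block probe labeling of enzyme so polarization drops; 0% = enzyme with DMSO and 100% = wells lacking PAFAH2 protein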
LYPLA2 inh: LYPLA2 (human) inhibition in PME1 counter-screen | recombinant LYPLA2, FP-Rh probe fluorescence polarization | inhibition, % at 5.9 µM | 320,000 compounds, 0.38% hits | AID 2177;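 active means inhibition above the screen-wide mean plus 3 SD, limit set per campaign, cut at about 26% in these data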;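 further: 0% = LYPLA2 with DMSO and 100% = wells lacking LYPLA2 enzyme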
Target sequence (O95372 whole entry, looked up): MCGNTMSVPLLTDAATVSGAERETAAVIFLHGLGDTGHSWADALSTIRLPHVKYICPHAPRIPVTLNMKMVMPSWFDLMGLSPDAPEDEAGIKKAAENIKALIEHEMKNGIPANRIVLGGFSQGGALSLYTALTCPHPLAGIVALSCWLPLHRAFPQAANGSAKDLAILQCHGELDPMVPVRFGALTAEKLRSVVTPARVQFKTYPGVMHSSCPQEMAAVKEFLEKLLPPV
GSTO1 counter: GSTO1 inhibition, counter-screen for RBBP9 inhibitors | P78417 | recombinant GSTO1, activity-based probe fluorescence polarization | inhibition, % at 5.96 µM | 300,000 compounds, 1.1% hits;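 active means inhibition above the campaign mean inhibition plus 3 SD, cut at about 35% in these data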;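 further: 0% = GSTO1-1 with DMSO and 100% = wells lacking GSTO1-1 enzyme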
PAD4 FP inh: PAD4 (human) enzyme inhibition | inhibition, % at 6.36 µM | Q9UM07 | 330,000 compounds, 0.41% hits | recombinant PAD4, RCA probe fluorescence polarization;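 active means percent inhibition above a cutoff equal to the mean of all tested compounds plus 3 SD, cut at about 15% in these data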;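 further: 0% = PAD4 with RCA probe and DMSO and 100% = probe without PAD4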
Target sequence (Q9UM07 whole entry, looked up): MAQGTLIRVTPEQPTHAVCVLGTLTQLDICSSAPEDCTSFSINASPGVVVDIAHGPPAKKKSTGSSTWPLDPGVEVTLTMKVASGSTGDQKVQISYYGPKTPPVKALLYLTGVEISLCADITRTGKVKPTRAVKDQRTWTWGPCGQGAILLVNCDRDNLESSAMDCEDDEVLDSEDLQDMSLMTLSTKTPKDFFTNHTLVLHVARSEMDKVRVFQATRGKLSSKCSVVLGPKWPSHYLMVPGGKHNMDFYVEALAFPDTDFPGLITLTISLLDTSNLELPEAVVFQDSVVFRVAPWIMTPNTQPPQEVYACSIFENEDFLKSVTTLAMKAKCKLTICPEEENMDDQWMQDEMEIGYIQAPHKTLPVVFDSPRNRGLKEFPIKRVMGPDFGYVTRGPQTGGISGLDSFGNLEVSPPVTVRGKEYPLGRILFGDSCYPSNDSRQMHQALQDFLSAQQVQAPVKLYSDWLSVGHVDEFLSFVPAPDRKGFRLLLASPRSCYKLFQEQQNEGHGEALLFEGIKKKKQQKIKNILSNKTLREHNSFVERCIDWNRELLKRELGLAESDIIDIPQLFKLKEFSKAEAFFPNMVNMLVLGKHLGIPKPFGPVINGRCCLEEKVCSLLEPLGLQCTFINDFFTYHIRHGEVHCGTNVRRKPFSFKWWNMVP
ZTA counter: ZTA (EBV) inhibition in EBNA-1 counter-screen; ZTA-DNA binding, fluorescence polarization; inhibition, % at 11 µM; P03206; 320,000 compounds, 0.15% hits; in the data active means inhibition above about 33%
An asterisk follows results filed as active; · = no result given.

canonical_smiles	LYPLA1 counter	EBNA-1 inh	GSTO1 counter	PAD4 FP inh	PREPL inhibitor	PAFAH1B3 FP inh	LYPLA2 inh	ZTA counter	PAFAH2 inh
CCN(C(=O)CCS(=O)(=O)c1cccc2nonc12)c1ccc(C)c(C)c1	-10	11	6	-2	0	-3	-3	16	-5
COc1ccc(C(=O)C2CCCN(C(=O)C3CCOCC3)C2)cc1OC (stereo not drawn)	-1	7	12	0	-6	10	0	4	3
Cc1cccc(C)c1Nc1c(-c2ccccn2)nc2ccccn12	4	3	15	0	30	3	6	-11	11
O=C(CCC(NC(=O)OCc1ccccc1)C(=O)OCC(=O)N1CCCCC1)OCC(=O)N1CCCCC1 (stereo not drawn)	4	0	5	-1	15	7	10	-11	53*
Cc1ccc(NC(=S)NCc2ccc3c(c2)OCO3)c(C)c1	-3	-3	-4	2	-12	12	5	-5	5
CC(C)NC(=S)Nc1ccc(S(=O)(=O)Nc2ncccn2)cc1	3	0	-3	1	-1	1	4	0	3
CCOc1ccc(OCCOCCNCCOC)cc1	0	3	3	0	1	7	5	-7	-5
Nc1nc2c(nc(N3CCCCC3)n2[C@@H]2O[C@H](CO)[C@@H](O)[C@H]2O)c(=O)[nH]1	3	7	2	-8	7	12	2	0	1
Cc1ccc(S(=O)(=O)NNC(=O)CC#N)cc1	1	15	3	-9	4	6	-2	-5	3
CC(C)CC1Nc2ncnc(N3CCN(c4ccccc4)CC3)c2N(Cc2ccccc2)C1=O (stereo not drawn)	-2	-2	-6	0	3	-4	-4	8	5
O=C(COC(=O)c1ccco1)Nc1nc2ccccc2s1	0	-11	0	-3	6	4	5	3	5
O=C(Nc1cc(C(F)(F)F)ccc1N1CCOCC1)c1ccccc1F	-1	3	7	-4	-3	5	-2	2	-2
Cc1ccc([N+](=O)[O-])cc1S(=O)(=O)Nc1cccc(S(=O)(=O)Nc2ccccc2C(=O)O)c1	·	·	·	-5	8	10	·	·	11
COc1ccc(-c2nc(CN(C)C(C)c3ccon3)c(C)o2)c(C)c1C (stereo not drawn)	-3	-1	5	-1	7	2	1	5	12
CC(C)OCCCN(C)C1CCN(S(=O)(=O)c2ccc(-c3ccc(=O)[nH]n3)s2)CC1	-3	2	9	6	12	7	-2	2	3
C#CCOc1c(Cl)cc(C2C3=C(CCCC3=O)N(CC(=O)O)C3=C2C(=O)CCC3)cc1OC	2	6	18	-2	5	2	7	7	12
CCCCOC(=O)CSc1n[nH]c(=O)[nH]c1=O	0	2	0	7	6	1	-2	-5	4
COc1ccc([N+](=O)[O-])cc1NC(=O)CSc1nncn1-c1ccccc1	4	-6	-1	-3	-7	-9	-7	5	-5
Cc1nc2ccc(NC(=O)N(C)c3ccccc3)cc2s1	1	-11	6	0	0	-2	-3	-18	-2
COCCNC(=S)N/N=C(\C)c1ccccc1O	-3	9	-7	0	-2	4	-4	16	11
C=CCOc1ccccc1/C=N/O	1	6	-2	2	6	7	1	3	0
CCCc1[nH]n(-c2ccc(F)cc2)c(=O)c1C=Nc1cccc(F)c1	1	9	7	-15	-8	0	-1	4	-2
O=C(Nc1cccnc1)c1ccccc1Oc1ccccc1	2	-3	-6	-2	-18	-2	8	-8	3
COC(=O)CC(NS(=O)(=O)c1cccs1)c1cccc2ccccc12 (stereo not drawn)	-5	-6	0	-1	-15	7	4	-1	-6
CN(C)c1ccc(C=NCC2COc3ccccc3O2)cc1 (stereo not drawn)	-2	4	11	-4	1	10	-3	6	4
O=C(Cc1coc2ccc3ccccc3c12)NCc1ccccc1	0	7	8	-6	-9	1	4	5	-5
CC(C)CCSc1nc(N)c(C#N)cc1C#N	0	-7	-17	3	16	0	4	4	10
O=C(CSc1ncnc2ccccc12)Nc1cccc(S(=O)(=O)N2CCOCC2)c1	0	-2	1	6	10	5	2	-7	3
O=C(COC(=O)c1cnc(Cl)c(Cl)c1)NCc1cccs1	-3	-3	9	3	2	8	2	-4	9
CC(=O)N1CCN(C(=O)Nc2cccc(C(F)(F)F)c2)CC1	-2	-4	6	-5	2	1	3	13	3
COc1ccc(C(=O)c2cnc[nH]2)cc1OC	1	12	9	-2	-4	0	-1	4	-2
CCC(=O)Nc1ccc(N2CCN(S(C)(=O)=O)CC2)cc1	1	-1	5	1	-7	4	2	-8	3
CCN(CC(=O)N1CCOCC1)S(=O)(=O)c1cc(Cl)ccc1Cl	2	4	3	0	0	5	1	6	0
O=C(CSc1nn(-c2ccccc2)c(=S)s1)NC1CCS(=O)(=O)C1 (stereo not drawn)	2	-2	3	-2	11	-7	-1	-9	-19
CCOc1ccc(C(=O)C(C)OC(=O)C2CCN(c3ccc(C(F)(F)F)cn3)CC2)cc1 (stereo not drawn)	-2	-11	0	2	-1	0	2	-14	-2
O=C(CSc1ccc(-c2ccc(F)cc2)nn1)NCc1ccco1	0	0	3	-1	-13	6	-2	2	0
Cc1noc(C)c1COC(=O)Cc1ccc(Cl)c(Cl)c1	-3	-2	0	-1	6	8	4	-10	4
Cc1ccc(-n2nnc(-c3nccn3C)n2)cc1	-2	2	1	4	2	3	0	-3	3
Cc1ccc(C)c(NC(=O)CSc2nc3ccc(N4C(=O)c5ccccc5C4=O)cc3s2)c1	-6	3	-4	-8	-6	-13	-9	1	-16
COc1cnn(-c2ccccc2)c(=O)c1SCc1ccc(Cl)cc1Cl	-1	11	2	2	8	4	3	8	6
O=C1C2C3CCC(C3)C2C(=O)N1Cc1ccco1 (stereo not drawn)	4	3	1	-3	5	-1	9	-4	-8
CC(C)N1CC(O)=C(c2nc3ccccc3[nH]2)C1=N	0	-6	7	2	16	6	-4	-15	3
O=C(COC(=O)c1c2c(nc3ccccc13)/C(=C/c1cccc([N+](=O)[O-])c1)CCC2)NC1CCS(=O)(=O)C1 (stereo not drawn)	-17	-10	-15	-5	12	-8	-22	-10	-15
CC(=O)Oc1ccc(-c2cccc(C(=O)OCC(=O)Nc3ccccc3Oc3ccccc3)c2)cc1	-3	-8	-1	-6	1	-14	-8	3	-6
CC1CCCCN1C(=O)Nc1cccc(Cl)c1 (stereo not drawn)	-2	1	3	-4	4	-2	4	1	-2
CN1N=C(c2ccc(Cl)cc2)CC(c2ccc(Cl)cc2)C1=O (stereo not drawn)	-2	0	-6	-8	-67	-8	2	-3	10
N#CC1=C(N)Oc2n[nH]c(-c3ccncc3)c2C1c1ccsc1 (stereo not drawn)	-2	-4	26	-8	8	5	1	-7	1
O=C1C=C(c2ccc(O)cc2)C[C@@H](c2ccc3c(c2)OCO3)C1	-4	·	·	-7	0	10	5	24	0
NC(=O)c1ccc(NC(=O)C2CCCC2)cc1	4	1	5	2	-3	1	-1	5	-7
NNC(=O)c1cc2ccccc2cc1NS(=O)(=O)c1ccccc1	-20	-1	4	0	4	9	-20	9	0

(cont.)
canonical_smiles	LYPLA1 counter	EBNA-1 inh	GSTO1 counter	PAD4 FP inh	PREPL inhibitor	PAFAH1B3 FP inh	LYPLA2 inh	ZTA counter	PAFAH2 inh
O=C(NNc1c2ccccc2nc2ccccc12)c1ccccc1Cl	-6	-4	-3	6	7	9	-3	13	-2
Cc1nn(-c2ccccc2)c(Cl)c1/C=C1\SC(=S)N(C)C1=O	-3	-5	6	0	1	-2	-5	-5	5
O=C(CSc1ccc(-c2ccccn2)nn1)Nc1ccc(F)cc1F	-4	8	-2	0	11	0	-3	0	7
O=C(CCn1c(=O)sc2ccccc21)NCCCn1ccnc1	-1	8	5	0	-12	5	-2	8	-1
COc1ccc(-n2c(C)cc(=O)[nH]c2=O)cc1	2	-7	-1	2	16	10	4	-4	-6
Cc1cnc(C(=O)Nc2cccc(-c3nnc4n3CCCCC4)c2)cn1	1	1	-4	-3	1	-2	0	-2	1
CN(CC(=O)Nc1ccccc1C(F)(F)F)C(=O)C1CCN(S(=O)(=O)c2ccc3c(c2)OCCO3)CC1	4	-2	0	-1	-3	3	4	10	0
COc1ccccc1OCC(=O)Nc1ccc(S(=O)(=O)N2CCN(C)CC2)cc1	-1	0	-2	-2	-7	3	-4	4	1
O=C1C2CC=CCC2C(=O)N1c1ccc(NCCc2ccc(Cl)cc2)c([N+](=O)[O-])c1 (stereo not drawn)	-3	15	-2	-2	-9	0	-1	12	-6
CCn1c(=S)sc2c(=O)n(CC(=O)Nc3cc(OC)ccc3OC)c(C)nc21	2	-2	12	3	-19	8	3	-4	1
CC1(C)SC2c3ccccc3C(=O)N2[C@@H]1C(=O)O (stereo partly drawn)	-2	4	4	-6	-11	8	-2	-1	-2
CS(=O)(=O)Cc1ccc(C(=O)N2CCCC2c2cccs2)cc1 (stereo not drawn)	-2	-3	0	-2	9	8	4	-9	-5
CCOC(=O)c1cccc(NC(=O)C2CCCO2)c1 (stereo not drawn)	4	0	-7	8	10	2	5	-2	3
COc1ccc(-c2noc(CNS(=O)(=O)c3ccc(NC(C)=O)cc3)n2)cc1	-4	-20	37*	0	7	4	-3	5	5
CSc1nc(Cl)c(Cc2ccc(OCC(C)C)cc2)c(N2CCOCC2)n1	7	5	7	0	-1	6	6	1	1
Oc1ccc(Cl)cc1C=Nc1ccc2c3c(cccc13)CC2	-7	0	7	-12	9	-2	-5	-14	-6

Some of these compounds in order of their number in PAFAH1B3 FP inh, highest first.
| compound | EBNA-1 inh | PAD4 FP inh | PREPL inhibitor | PAFAH1B3 FP inh | PAFAH2 inh |
| --- | --- | --- | --- | --- | --- |
| COc1ccccc1OCC(=O)Nc1ccc(S(=O)(=O)N2CCN(C)CC2)cc1 | 0 | -2 | -7 | 3 | 1 |
| O=C(CSc1ccc(-c2ccccn2)nn1)Nc1ccc(F)cc1F | 8 | 0 | 11 | 0 | 7 |
| Cc1nn(-c2ccccc2)c(Cl)c1/C=C1\SC(=S)N(C)C1=O | -5 | 0 | 1 | -2 | 5 |

Assay outcomes: PubChem BioAssay, The Scripps Research Institute Molecular Screening Center

An excerpt (hit frequency here may not be typical).
